F-actin modifier: cytoskeleton assembly modification; HUVEC TNFa F-actin phalloidin imaging, high content; inhibition, % at 2 µM; actives 0.18% (n = 91,000);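 active = inhibition above the batch mean plus 3 SD and confirmed as a hit by visual image inspection, cut at about 30% in these data, passing the limit was not always enough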; note: strong numbers were not always called active
HUVEC tox IL1B: toxic to HUVEC cells under IL-1B stimulation | cell count reduction, % at 2 µM | actives 0.41% (n = 94,000) | HUVEC cell count loss, Hoechst imaging, IL-1B stimulated | AID 845;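 active = cell count reduction more than 3 SD above the screen-wide mean, cut at about 70% in these data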;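 note: normalized per plate to untreated control cells as the no-loss baseline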
sEH inhibitor: soluble epoxide hydrolase (human) inhibition. P34913. recombinant human sEH enzymatic activity assay. inhibition, % at 2 µM. actives 0.34% (n = 91,000). AID 707; in the data active = inhibition above about 80%; note: values of inactives mirror those of a sister screen read the other way; many of its hits are not listed in these tables
VCAM1 TNFa inh: reduces TNF alpha induced VCAM1 expression in HUVEC; inhibition, % at 2 µM; HUVEC TNFa-induced VCAM-1 immunofluorescence, high-content imaging; AID 802; actives 0.48% (n = 95,000);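 active = inhibition above the batch mean plus 3 SD, with images confirmed as a hit by eye, cut at about 37% in these data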;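 note: 0% = TNF-stimulated DMSO wells and 100% = unstimulated control wells; not every result past the cut was called active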
PLK1 inh: PLK1 (human) kinase inhibition | recombinant PLK1 kinase, TR-FRET peptide phosphorylation | inhibition, % at 10 µM | actives 0.53% (n = 97,000) | AID 619;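 active = inhibition of 50% or more in the single-concentration screen; inactive = inhibition below 50%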;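 note: 0% = DMSO max control and 100% = H-89 dihydrochloride min control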
Target sequence (P53350 whole entry, looked up): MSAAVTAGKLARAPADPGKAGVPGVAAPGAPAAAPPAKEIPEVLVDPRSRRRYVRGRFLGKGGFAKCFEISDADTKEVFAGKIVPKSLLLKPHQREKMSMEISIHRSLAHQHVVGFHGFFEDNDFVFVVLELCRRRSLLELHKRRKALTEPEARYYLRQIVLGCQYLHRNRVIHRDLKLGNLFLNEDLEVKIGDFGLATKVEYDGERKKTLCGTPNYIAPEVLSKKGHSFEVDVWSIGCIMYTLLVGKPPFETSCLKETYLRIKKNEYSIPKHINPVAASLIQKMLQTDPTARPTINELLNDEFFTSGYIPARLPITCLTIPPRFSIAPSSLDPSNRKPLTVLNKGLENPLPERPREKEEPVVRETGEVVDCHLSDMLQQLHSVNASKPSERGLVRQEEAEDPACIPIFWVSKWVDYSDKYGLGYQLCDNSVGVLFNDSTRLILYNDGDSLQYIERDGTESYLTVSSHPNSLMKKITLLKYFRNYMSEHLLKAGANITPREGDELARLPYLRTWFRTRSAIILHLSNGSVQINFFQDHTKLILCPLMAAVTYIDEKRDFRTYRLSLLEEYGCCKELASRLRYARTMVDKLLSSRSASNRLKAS
hDAT+cocaine: modulates human dopamine transporter uptake under cocaine; Q01959; LLC-PK1 hDAT cells, [14C]-dopamine uptake with cocaine IC80; actives deviate in either direction; B-score at 10 µM; actives 1.3% (n = 110,000);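 active = Z score or B-score, a plate-position-corrected score, falls beyond the plate's 99.7% confidence bounds, in either direction; inactive = both scores lie inside the 99.7% bounds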;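 note: scored against the spread of the other compound wells on the same plate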
PLK1 PBD inh: blocks phosphopeptide binding to human Plk1 polo box domain; Plk1 PBD phosphopeptide binding, fluorescence polarization; AID 693; inhibition, %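 (tested at about 20 µM)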; actives 0.13% (n = 97,000); in the data active = inhibition above about 34%, passing the limit was not always enough
HUVEC tox TNFa: toxic to HUVEC cells under TNF alpha stimulation | cell count reduction, % at 2 µM | actives 0.17% (n = 93,000) | HUVEC TNFalpha-stimulated, Hoechst cell count, imaging | AID 848;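 active = cell count reduction exceeding the screen mean by over 5 SD, scaled to untreated wells per plate, cut at about 78% in these data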;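 note: cells counted after 24 h of TNF alpha exposure following the 1 h pretreatment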
Ecoli WT expand: E. coli BW25113 growth inhibition, expanded screen. OD600 absorbance. growth inhibition, % at 100 µM. actives 0.15% (n = 98,000). AID 710;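 active = growth inhibition above about 50% at one test dose, limit read from the data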;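 note: growth measured after 20 h incubation at 37 °C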
* hit, by the source's call; nt = not tested or not shown.

1	Cc1c(C(=O)N2CCCC2)sc(NC(=O)c2cccs2)c1C#N
2	Cc1nc2sc(C(c3cccc(F)c3)N3CC(C)OC(C)C3)c(O)n2n1 (stereo unspecified)
3	O=c1cc(-c2ccccc2)nc(SCc2ccccc2)[nH]1
4	CC(/C=C/c1ccc(Cl)o1)=C\C(=O)O
5	O=C(c1ccc(Cl)c(S(=O)(=O)N2CCCC2)c1)N1CCN(c2ccccn2)CC1
6	CCC(C)NC(=O)CCS(=O)(=O)c1ccc(Br)s1 (stereo unspecified)

assay / compound	1	2	3	4	5	6
F-actin modifier	4.6	4.0	5.9	-3.6	7.3	nt
HUVEC tox IL1B	0.8	11.4	16.9	-1.3	5.6	-29.6
sEH inhibitor	-8.0	3.4	-10.5	-5.0	-0.3	-7.8
VCAM1 TNFa inh	1.8	-2.1	-0.2	8.2	23.1	1.4
PLK1 inh	-8.9	-17.4	-8.4	-7.1	-16.7	-8.2
hDAT+cocaine	0.493	1.08	-0.28	0.0928	0.239	nt
PLK1 PBD inh	8.0	8.9	12.7	-9.2	-15.9	5.7
HUVEC tox TNFa	-6.4	-19.3	-29.7	-13.5	-16.1	-45.1
Ecoli WT expand	1.0	2.0	-2.0	nt	5.0	1.0

7	O=C(c1ccccn1)N(Cc1ccco1)C1(C(=O)NC2CCCCC2)CCCCC1
8	COc1ccc(NC(=S)NNC(=O)C(C)n2nc(C)c([N+](=O)[O-])c2C)cc1 (stereo unspecified)
9	Cc1nc2ccc(N3C(=O)CCC3=O)cc2[nH]1
10	NC(=O)CSc1nnc(Cc2csc(Nc3ccccc3)n2)n1Cc1ccccc1
11	Cc1ccc(-c2nc3ccccc3s2)cc1NC(=S)NC(=O)c1ccccc1
12	CCOC(=O)c1sc(NC(=O)c2ccc(S(=O)(=O)N(C)C)cc2)cc1C

assay / compound	7	8	9	10	11	12
F-actin modifier	-5.7	-16.1	-13.6	-5.1	-14.3	2.5
HUVEC tox IL1B	17.5	-5.9	14.6	29.9	-1.8	-6.4
sEH inhibitor	-30.6	-2.4	-1.9	5.5	6.1	69.1
VCAM1 TNFa inh	4.2	-10.5	13.4	13.7	13.4	6.4
PLK1 inh	-9.8	-11.3	-4.7	-3.9	-3.5	-9.3
hDAT+cocaine	nt	-0.557	0.409	0.938	1.36	-0.462
PLK1 PBD inh	-12.7	-1.7	14.3	-26.6	-17.2	-16.3
HUVEC tox TNFa	1.9	-30.0	-15.6	-25.4	-7.7	-20.5
Ecoli WT expand	-6.0	-3.0	-1.0	-1.0	-1.0	2.0

13	CC/C(=C\C(=O)c1cccnc1)Nc1ccc(C)c(C)c1
14	COC(=O)c1c(NC(=O)CN2CCN(c3ccccc3OC)CC2)c2cc(C)ccc2n1C
15	CCOC(=O)c1c(-c2ccc(OC)cc2)csc1NC(=O)CSc1ccccc1
16	CC(=O)Nc1ccc(NC(=O)CSc2nnc(-c3ccccc3)n2Cc2ccc3c(c2)OCO3)cc1
17	O=C(Nc1nccs1)c1cccc(S(=O)(=O)N2CCCCC2)c1
18	Cc1ccc(S(=O)(=O)N(C)CC(=O)N2CCN(c3ccccn3)CC2)cc1

assay / compound	13	14	15	16	17	18
F-actin modifier	-36.7	37.4	-0.8	41.4	9.5	12.3
HUVEC tox IL1B	-37.1	-13.1	-1.0	-22.9	28.0	6.2
sEH inhibitor	nt	-10.5	-2.0	42.4	12.5	-8.7
VCAM1 TNFa inh	4.8	-10.2	-35.6	14.8	7.9	-2.3
PLK1 inh	-1.2	-1.2	-9.7	-4.5	-7.7	-10.6
hDAT+cocaine	1.22	-1.59	0.202	0.061	1.47	1.08
PLK1 PBD inh	3.4	-22.4	11.1	12.0	1.1	7.3
HUVEC tox TNFa	-7.5	-11.2	-23.7	-51.7	-0.4	-8.1
Ecoli WT expand	3.0	-2.0	-16.0	-8.0	8.0	4.0

19	CC(=O)c1ccc(N2CCCC2)c(F)c1
20	C=CCn1c(C(C)NC(=O)CC)nc2ccccc21 (stereo unspecified)
21	O=[N+]([O-])c1ccc(NNC(=S)Nc2ccccc2)cc1
22	CCOC(=O)C1CCCN(C(=O)c2ccc(CS(=O)(=O)Cc3ccccc3C)o2)C1 (stereo unspecified)
23	CCc1ccc(OCC(=O)Nc2ccc(S(=O)(=O)N3CCCC3)cc2)c(Br)c1
24	COc1ccc(OC)c(-n2nnnc2SCC(=O)Nc2ccc3c(c2)OCCO3)c1

assay / compound	19	20	21	22	23	24
F-actin modifier	-14.7	-3.6	-6.3	-5.6	14.3	-4.4
HUVEC tox IL1B	-4.1	-11.3	2.9	-1.5	9.2	31.6
sEH inhibitor	7.4	3.5	-8.9	-1.0	54.5	15.0
VCAM1 TNFa inh	-5.5	13.5	-20.1	-3.9	14.2	5.5
PLK1 inh	-8.3	-3.1	-2.2	-6.3	-8.4	-8.9
hDAT+cocaine	-0.681	-1.69	-0.4	nt	-0.0296	-0.638
PLK1 PBD inh	14.8	-18.1	-18.9	-2.0	-14.3	-5.1
HUVEC tox TNFa	-9.1	-2.9	-5.2	5.7	5.8	-15.6
Ecoli WT expand	8.0	-1.0	-8.0	4.0	-12.0	-9.0

Compound profiles (already shown). Order of values: F-actin modifier, HUVEC tox IL1B, sEH inhibitor, VCAM1 TNFa inh, PLK1 inh, hDAT+cocaine, PLK1 PBD inh, HUVEC tox TNFa, Ecoli WT expand
Profile of CCOC(=O)C1CCCN(C(=O)c2ccc(CS(=O)(=O)Cc3ccccc3C)o2)C1 (stereo unspecified) = -5.6, -1.5, -1.0, -3.9, -6.3, nt, -2.0, 5.7, 4.0
Profile of COc1ccc(OC)c(-n2nnnc2SCC(=O)Nc2ccc3c(c2)OCCO3)c1 = -4.4, 31.6, 15.0, 5.5, -8.9, -0.638, -5.1, -15.6, -9.0

Going on with the list:
25	Cn1c(=O)cc(OCC(=O)N2CCC(N3CCCCC3)CC2)c2ccccc21
26	COc1ccc2nnc(-c3ccccc3)n2n1
27	CC[N+]1(CC)CC2=Cc3c(ccc4ccccc34)CC2C1 (stereo unspecified)
28	Clc1ccc(CSc2snnc2-c2ccccc2)cc1
29	CCn1cc(C(=O)NC2CCCCC2C)c(=O)c2ccc(C)nc21 (stereo unspecified)
30	COc1ccc(C(=O)NC(=S)Nc2nc(C)c(C(=O)N(C)C)s2)cc1

assay / compound	25	26	27	28	29	30
F-actin modifier	-7.3	nt	11.2	3.1	-19.9	-1.9
HUVEC tox IL1B	4.3	-4.4	-1.3	-18.6	0.4	-9.7
sEH inhibitor	nt	-4.1	0.5	12.1	-19.1	5.7
VCAM1 TNFa inh	11.4	18.1	4.1	2.7	0.0	-6.0
PLK1 inh	-3.3	-7.0	-9.3	1.0	-7.5	-9.3
hDAT+cocaine	-0.0601	-0.0661	-0.855	0.0287	0.815	-0.909
PLK1 PBD inh	-19.0	6.1	-32.6	27.4	12.3	4.8
HUVEC tox TNFa	-31.2	-24.2	-31.7	-12.6	-21.4	2.9
Ecoli WT expand	-4.0	3.0	3.0	3.0	92.0*	-10.0

31	COc1cc(OC)c(C(=O)Oc2ccc3c(c2)OCO3)cc1OC
32	CNCCCc1[nH]nc(N)c1C#N
33	COc1ccc(NC(=O)C2CCN(Cc3cnn(-c4ccccc4)c3-n3cccc3)CC2)cc1OC
34	Clc1ccc(-c2nc(NCCN3CCOCC3)c3ccccc3n2)cc1
35	CCn1c(SCC(=O)Nc2cc(C)on2)nnc1-c1ccc(S(=O)(=O)N2CCCC2)cc1
36	Clc1ccc(-c2nnc(-c3ccccc3)nc2N2CCSCC2)cc1

assay / compound	31	32	33	34	35	36
F-actin modifier	-12.8	nt	17.2	12.9	18.7	14.6
HUVEC tox IL1B	9.6	nt	-18.1	-8.0	-12.3	-3.2
sEH inhibitor	12.7	6.5	12.6	13.0	9.3	2.2
VCAM1 TNFa inh	6.7	nt	0.1	-6.4	13.8	-8.2
PLK1 inh	-1.1	-4.8	-4.4	-10.4	-6.7	-7.2
hDAT+cocaine	1.01	-0.496	-1.44	0.483	0.215	-0.985
PLK1 PBD inh	33.5	14.0	-36.4	-5.9	-7.7	7.7
HUVEC tox TNFa	20.5	nt	-17.6	-1.3	9.2	-18.9
Ecoli WT expand	-7.0	5.0	2.0	0.0	1.0	-24.0

37	Clc1ccc(-n2c(SCc3nc4ccccc4[nH]3)nnc2-c2ccncc2)cc1
38	O=C(Nc1ccc(Cl)cn1)c1ccccc1F
39	COc1ccc(NC(=O)c2oc3ccccc3c2NC(=O)c2ccc3c(c2)OCO3)cc1
40	Cc1cccc(NC(=O)C2CCN(S(=O)(=O)c3cccs3)CC2)n1
41	COc1ccc(N(CC(=O)N/N=C/c2ccco2)S(=O)(=O)c2ccccc2)cc1
42	CC1CCc2ccccc2N1C(=O)c1cccs1 (stereo unspecified)

assay / compound	37	38	39	40	41	42
F-actin modifier	37.1	-13.7	16.6	-7.6	-5.8	8.0
HUVEC tox IL1B	-29.0	-97.1	-78.5	-12.5	-5.6	-37.0
sEH inhibitor	29.1	-1.9	-0.9	-2.1	-17.6	0.6
VCAM1 TNFa inh	7.2	-1.7	-17.4	-10.0	5.2	13.4
PLK1 inh	-1.9	-2.8	-7.5	-2.0	-4.5	-8.0
hDAT+cocaine	-0.0565	0.0906	1.44	0.0827	-1.18	-7.3*
PLK1 PBD inh	9.4	7.5	-21.8	-2.1	-23.7	15.6
HUVEC tox TNFa	-11.2	0.8	-16.7	-10.2	-15.0	-31.9
Ecoli WT expand	-3.0	15.0	-11.0	-3.0	5.0	0.0

Overlap with the part before: four compounds, then new ones.
39	COc1ccc(NC(=O)c2oc3ccccc3c2NC(=O)c2ccc3c(c2)OCO3)cc1
40	Cc1cccc(NC(=O)C2CCN(S(=O)(=O)c3cccs3)CC2)n1
41	COc1ccc(N(CC(=O)N/N=C/c2ccco2)S(=O)(=O)c2ccccc2)cc1
42	CC1CCc2ccccc2N1C(=O)c1cccs1 (stereo unspecified)
43	O=C(COc1cccc(NC(=O)c2cccc([N+](=O)[O-])c2)c1)c1ccc(Br)cc1
44	NC(=O)COc1ncn(-c2ccccc2)n1
45	CC(=O)N(Cc1cc(=O)[nH]c2ccccc12)c1cccc(C)c1
46	O=C(NC(Cc1ccccc1)C(=O)O)OCc1ccccc1 (stereo unspecified)
47	Cc1cc(Cl)c(S(=O)(=O)N2CCSCC2)cc1OCC(N)=O
48	Cc1cc(C)c(S(=O)(=O)Nc2ccc(-c3cn4ccccc4n3)cc2)c(C)c1

assay / compound	39	40	41	42	43	44	45	46	47	48
F-actin modifier	16.6	-7.6	-5.8	8.0	6.0	nt	42.7	4.2	-3.0	-8.4
HUVEC tox IL1B	-78.5	-12.5	-5.6	-37.0	-3.9	-4.9	-26.7	-11.4	74.9*	-0.3
sEH inhibitor	-0.9	-2.1	-17.6	0.6	0.3	11.8	nt	4.3	-9.7	1.0
VCAM1 TNFa inh	-17.4	-10.0	5.2	13.4	-1.4	-18.3	-0.4	29.5	8.7	6.5
PLK1 inh	-7.5	-2.0	-4.5	-8.0	-15.5	12.9	-10.7	-13.2	1.5	3.9
hDAT+cocaine	1.44	0.0827	-1.18	-7.3*	1.06	-0.00326	1.01	-1.32	-0.437	0.102
PLK1 PBD inh	-21.8	-2.1	-23.7	15.6	1.1	-12.1	-2.7	12.6	-18.5	5.4
HUVEC tox TNFa	-16.7	-10.2	-15.0	-31.9	-27.6	-18.8	-20.6	66.1	1.9	-10.0
Ecoli WT expand	-11.0	-3.0	5.0	0.0	-7.0	9.0	5.0	4.0	-12.0	-5.0
